# Rev-erbA mod: modulators of human Rev-erb alpha DNA binding; P20393; activity, % at 10 µM; 370,000 tested, 0.79% active; Rev-erbα–FITC-DNA binding, fluorescence polarization, 90 min;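 active = activity above about 14%, limit read from the data; passing the limit was not always enough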;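 also: 0% = DMSO wells with 35 nM protein and 100% = DMSO wells with 750 nM protein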
# ABHD4 inh: inhibits mouse alpha/beta hydrolase domain 4; Q8VD66; purified mABHD4, FP-Rh probe fluorescence polarization; inhibition, % at 8.92 µM; 370,000 tested, 0.54% active; AID 720543;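 active = inhibition exceeding the mean over every tested compound plus 3 SD, cut at about 30% in these data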;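 also: 0% = plate median of compound wells and 100% = S159A mutant with DMSO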
#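 Material: mouse ABHD4 enzyme, wild type; Benchmarks: S159A mutant high control, sample median low control; Buffer or medium: HEPES pH 7.0, NaCl, Pluronic buffer; Signal: fluorescence polarization; Read-out: percent inhibition of probe binding, normalized to plate controls; Timing: pre-incubation 45 min, probe exposure 60 min, at 25 °C; Dosing: 8.92 µM, single dose.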
# HTRA1 inhibitor: HTRA1 (human) protease inhibition; Q92743; recombinant HTRA1, FP-rhodamine activity-based probe, fluorescence polarization; inhibition, % at 5.96 µM; 340,000 tested, 0.5% active; AID 504803; in the data active = inhibition above about 36%;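 also: 0% = enzyme with DMSO and 100% = wells lacking enzyme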
# PG9 Ab binder: binds the HIV-1 gp120 antibody PG9; TR-FRET gp120-PG9 antibody binding; inhibition, % at 6.7 µM; 360,000 tested, 0.43% active; AID 624416; in the data active = inhibition above about 8.5%
# rCAG RNA binder: molecules binding r(CAG) RNA repeats; inhibition, % at 3 µM; 370,000 tested, 1.3% active; r(CAG) RNA repeat, TO-PRO-1 dye displacement fluorescence;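 active = inhibition above the plate cutoff, the mean of all test compounds on that plate plus 3 SD, cut at about 35% in these data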;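 also: 0% = DMSO alone and 100% = 100 µM mitoxantrone as full dye displacement; higher means more dye released from RNA so lower well fluorescence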
# SMARCA2 activ: increases SMARCA2 function in MMTV reporter cells | MG213 cells, MMTV-luciferase reporter, dexamethasone, overnight | 370,000 tested, 1% active | activation, % at 9.1 µM; in the data active = activation above about 7.8%;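 also: 0% = vehicle wells and 100% = reference activator wells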
# NPR2 activator: GC-B (human) receptor activation. HEK293-GC-B cells, CNP EC30, cGMP TR-FRET; 0% at EC30 CNP, 100% saturating CNP. activation, % at 10 µM. P20594. 370,000 tested, 0.11% active;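 active = activation at 10 µM reaching about 35% in either raw or pattern-adjusted values, limit read from the data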
# ASAP1 GAP inh: ASAP1 ArfGAP inhibition. inhibition, % at 16.5 µM. AID 624377. ASAP1-stimulated ARF1 GTP hydrolysis, GDP FP detection. 360,000 tested, 0.19% active; in the data active = inhibition above about 25%;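 also: 0% = vehicle with enzyme and substrate and 100% = no enzyme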
# ARFGAP1 inh: inhibits rat ARF GTPase activating protein 1; Arfgap1-stimulated ARF1 GTP hydrolysis, GDP FP detection; inhibition, % at 16.5 µM; 360,000 tested, 0.26% active; AID 651572;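 active = inhibition above a per-plate limit, mean inhibition of low control wells plus 3 SD, cut at about 25% in these data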;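 also: 0% = DMSO wells with enzyme and 100% = wells lacking Arfgap1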
#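 system = rat Arfgap1 catalytic domain, aa 1-136 | technique = FP, GDP Alexa 633 tracer displaced from anti-GDP antibody, 620/688 nm | compound = one concentration, 16.5 µM, DMSO 1.26% | medium = HEPES-based buffer, pH 7.5 | timing = compound-enzyme preincubation 20 min, reaction 120 min, detection 60 min, 25 °C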
# GC-A act: GC-A (human) enzyme activation; HEK293 GC-A cells, cGMP TR-FRET, EC30 ANP; 0% at EC30 ANP, 100% saturating ANP; 370,000 tested, 0.14% active; activation, % at 10 µM; AID 1671463; P16066; in the data active = activation above about 40%
# Target sequence (P16066 whole entry, looked up): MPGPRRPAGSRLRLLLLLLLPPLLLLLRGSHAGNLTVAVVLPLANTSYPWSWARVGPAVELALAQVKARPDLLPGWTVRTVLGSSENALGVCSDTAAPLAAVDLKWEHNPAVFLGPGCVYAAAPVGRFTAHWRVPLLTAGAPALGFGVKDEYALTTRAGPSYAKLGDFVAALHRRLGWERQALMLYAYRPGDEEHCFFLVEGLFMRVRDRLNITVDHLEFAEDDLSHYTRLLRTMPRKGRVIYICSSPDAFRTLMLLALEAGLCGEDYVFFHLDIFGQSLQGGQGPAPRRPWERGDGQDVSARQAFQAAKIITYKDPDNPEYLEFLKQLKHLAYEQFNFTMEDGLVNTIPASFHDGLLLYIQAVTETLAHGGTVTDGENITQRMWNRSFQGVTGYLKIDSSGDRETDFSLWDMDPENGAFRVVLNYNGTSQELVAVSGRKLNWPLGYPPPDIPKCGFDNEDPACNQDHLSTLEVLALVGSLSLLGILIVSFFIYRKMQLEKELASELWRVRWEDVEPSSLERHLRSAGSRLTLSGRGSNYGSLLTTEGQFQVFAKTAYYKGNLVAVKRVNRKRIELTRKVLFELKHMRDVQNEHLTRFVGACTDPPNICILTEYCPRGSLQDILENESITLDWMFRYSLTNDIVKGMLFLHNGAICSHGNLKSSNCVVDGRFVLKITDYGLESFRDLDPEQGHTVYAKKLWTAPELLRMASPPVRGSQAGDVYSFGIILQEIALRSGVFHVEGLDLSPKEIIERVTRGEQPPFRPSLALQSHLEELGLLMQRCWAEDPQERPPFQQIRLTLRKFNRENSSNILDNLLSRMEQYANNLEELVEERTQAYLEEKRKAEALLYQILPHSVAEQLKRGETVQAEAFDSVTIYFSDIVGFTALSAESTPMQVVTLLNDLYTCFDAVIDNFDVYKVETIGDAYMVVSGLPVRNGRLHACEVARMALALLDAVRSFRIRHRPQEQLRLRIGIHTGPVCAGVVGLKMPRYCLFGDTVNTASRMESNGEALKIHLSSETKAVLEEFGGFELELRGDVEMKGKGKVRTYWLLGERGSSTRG
# An asterisk follows results filed as active; x = no result given; & = joins results of further samples.
No.	Structure	NPR2 activator	PG9 Ab binder	ASAP1 GAP inh	GC-A act	Rev-erbA mod	ABHD4 inh	HTRA1 inhibitor	SMARCA2 activ	rCAG RNA binder	ARFGAP1 inh
1	COc1ccc(C2C(C#N)=C(N)N(N(C)C)C3=C2C(=O)CC(C)(C)C3)cc1OC (stereo unspecified)	-4	0.3	-8	2	4	-1	9	-5	-3	-11
2	O=C(N/N=C/c1c[nH]c2c1ccc1ccccc12)c1ccc([N+](=O)[O-])cc1	-11	-3.9	12	-4	-1	4	-1	0	14	0
3	COC(=O)[C@]12C[C@H](CC(=O)NCC3CCCCC3)C(=O)N(Cc3ccco3)C1=C[C@H](COCc1ccccc1)O[C@@H]2C	-4	x	x	1	4	4	x	-4	6	x
4	CC(Sc1nc(N)cc(=O)[nH]1)C(=O)N1CCOCC1 (stereo unspecified)	1	-5.0	3	0	1	2	3	4	3	12
5	CCCCn1c(N)c(N(CC)C(=O)c2cc(CC)c(C)s2)c(=O)[nH]c1=O	5	-1.0	-2	0	-5	-1	1	-2	-3	11
6	CCCS(=O)(=O)c1nc(C)cc(C)c1S(C)(=O)=O	-1	-1.3	-19	2	-2	1	6	-2	-2	-16
7	CCc1ccccc1OCC(=O)Nc1nnc(C2CC2)s1	-1	-2.4	-18	2	-3	3	-1	-1	3	-1
8	Cc1c(CNC(=O)C2CC2)c(-n2cccc2)n(Cc2ccccc2)c1C	0	1.1	10	-7	2	2	4	-4	-2	7
9	O=C(O)C(Cc1ccccc1)N1C(=O)C2C3CCC(C3)C2C1=O (stereo unspecified)	1	0.9	-10	0	-6	6	12	-6	2	-4
10	O=C(Nc1cc(-c2nc3ccccc3s2)ccc1Cl)c1ccc2c(c1)OCO2	-6	0.9	-4	2	28*	-3	-2	3	2	1
11	CSc1ccc(/C=C2\CCn3c2nc2cc(C(=O)O)ccc2c3=O)cc1	-4	-1.2	2	0	-7	8	-12	-1	30	3
12	CC(=O)NCCc1c[nH]c2ccc(OCc3ccccc3)cc12	5	-0.9	-4	4	-1	3	x	-4	-4	2
13	COc1ccc(C(C(=O)Nc2ccc(F)cc2)N2CCN(c3ccncc3)CC2)cc1 (stereo unspecified)	2	1.5	8	-3	7	3	x	-1	4	-6
14	Cc1ccc(NC(=O)NCCSc2ccc(C)cc2)cc1	-6	-0.5	5	2	2	-12	1	-6	5	0
15	Cc1ccc(NC(=O)NC2CCN(S(=O)(=O)c3ccc(F)cc3)CC2)cc1	1	-1.0	6	1	-4	1	0	1	-2	7
16	O=C(O)c1ccccc1-c1ccccc1C(=O)NCCCO	5	-0.9	-3	6	-1	-3	1	0	5	-4
17	Cc1nn(Cc2cccc(C(=O)N3N=C(C(F)F)CC3(O)C(F)F)c2)c(C)c1[N+](=O)[O-] (stereo unspecified)	6	-1.8	3	1	-5	-3	-6	-3	-2	12
18	O=S(=O)(Nc1ccc(Cc2ccncc2)cc1)c1ccc(Br)cc1	2	0.0	-6	2	-4	2	-13	-5	0	8
19	O=C(CSc1ncn(-c2ccccc2)n1)Nc1ccc2c(c1)OCO2	-1	-0.6	4	0	-3	3	3	1	1	-9
20	COc1ccc(NC(=O)CS(=O)CC(=O)Nc2cccc3cccnc23)cc1 (stereo unspecified)	5	-0.5	10	-1	1	0	-7	-2	5	3
21	CCOc1cc(CO)cc(Br)c1OCC(=O)Nc1ccccc1C	-1	-3.3	-3	-4	2	0	-2	-4	-4	7
22	Cc1cc(-c2nc(C)c(-c3nnc(SCC(=O)Nc4cc(Cl)cc(Cl)c4)n3C)s2)no1	-2	-1.9	-6	-5	3	-1	-4	-3	-2	0
23	CCC(=O)Nc1ccc(C(=O)Nc2cccc(C)n2)cc1	4	-0.1	-6	7	4	-10	1	6	4	-1
24	O=C1CC(N2CCOCC2)C(=O)N1Cc1ccc(N2CCCC2=O)cc1 (stereo unspecified)	2	3.0	5	2	3	-16	6	0	8	5
25	CCc1[nH]nc2c1C(c1cccnc1)C(C#N)=C(N)O2 (stereo unspecified)	2	-1.8	8	4	-2	-5	1	-1	5	-4
26	COc1ccc(C2/C(=C(/O)c3ccccc3)C(=O)C(=O)N2CCN2CCOCC2)c(OC)c1 (stereo unspecified)	-3	0.6	-2	2	2	-2	2	0	7	3
27	COc1ccc(Cl)cc1NC(=O)CN(C)C(=O)c1cccc2cccnc12	-3	-0.6	16	-5	9	-9	1	-2	1	2
28	COc1cccc(NC(=O)N2CCCC2C(=O)NCc2ccc(Cl)cc2)c1 (stereo unspecified)	1	-2.0	-3	0	-2	-6	-2	-1	3	1
29	Cc1ccc2nc(C)/c(=N\O)c(C)nc2c1	7	-0.5	-9	1	-2	-1	0	3	2	-2
30	CCc1cc(-c2nnn(CCC3COCCO3)c2CC)cc(CC)c1-c1cn(CCc2c[nH]c3ccccc23)nn1 (stereo unspecified)	-2	-3.0	3	1	6	-3	-9	-5	5	5
31	CN(C)CCOC(c1ccccc1)c1ccccc1	-7&-10	0.2&1.5	-2&5	-6&-10	-1&-2&-9	-2&0	-2&7	3&-1	3&4	11&14
32	COc1ccccc1CNCc1cccs1	4	-1.4	15	-2	0	8	3	1	-2	7
33	Cc1cccc(C)c1NC(=O)COC(=O)C1CC(=O)N(Cc2ccccc2)C1 (stereo unspecified)	2	0.7	12	3	1	-3	5	0	-2	-3
34	CCOC(=O)c1c(C)[nH]c(C(=O)Cn2c(=O)oc3ccccc32)c1C	5	0.0	2	5	2	10	4	0	-2	7
35	CCCCc1ccc(Nc2ncccc2C#N)cc1	-4	0.2	7	-7	-1	-11	-6	3	2	-8
36	CCC(C)N(C(=O)c1csnn1)C(C(=O)NCc1ccc(F)cc1)c1ccccc1F (stereo unspecified)	-1	0.1	-12	-2	3	-1	4	-1	-7	-2
37	Cc1nc(NCCc2ccccc2)c2nnn(Cc3ccccc3Cl)c2n1	0	-1.4	5	3	0	3	1	1	-3	12
38	O=C(CC[C@H]1O[C@@H](n2cnc3c(NC(=O)c4ccccc4)ncnc32)[C@H](O)[C@@H]1O)NCc1ccccn1	-1	-0.5	4	1	1	1	x	-3	-2	-5
39	CCCc1cc(C(=O)Nc2ccc(OC)cc2[N+](=O)[O-])cs1	1	-0.3	-1	3	5	5	-6	1	-3	21
40	O=C(C1CCCN1S(=O)(=O)c1cccs1)N1CCc2ccccc2C1 (stereo unspecified)	-7	x	x	1	2	0	x	-3	3	x
41	O=C(CN(CC1CCCO1)C(=O)CNS(=O)(=O)c1ccc(F)cc1)NCc1ccco1 (stereo unspecified)	-2	-0.6	-1	-1	0	0	9	-1	-1	2
42	C=C(C)CNC(=S)Nc1cccc(N)n1	2	0.9	15	1	-1	-1	2	-3	-2	3
43	CCOC(=O)Cc1sc(N)nc1C	-5	-1.0	-3	-6	3	0	1	-3	0	-10
44	CC(C)CCn1nnnc1C(c1ccc(N(C)C)cc1)N1CCN(C(=O)c2ccco2)CC1 (stereo unspecified)	1	-1.8	11	-2	-4	0	2	4	-6	-10
45	COC(=O)/C=c1\[nH]c2nnc(C)n2c1=O	1	0.5	-11	0	-2	3	11	0	1	-2

# Compound profiles, from the list above:
# CCCc1cc(C(=O)Nc2ccc(OC)cc2[N+](=O)[O-])cs1 in the list: NPR2 activator: 1; PG9 Ab binder: -0.3; ASAP1 GAP inh: -1; GC-A act: 3; Rev-erbA mod: 5; ABHD4 inh: 5; HTRA1 inhibitor: -6; SMARCA2 activ: 1; rCAG RNA binder: -3; ARFGAP1 inh: 21
# CC(C)CCn1nnnc1C(c1ccc(N(C)C)cc1)N1CCN(C(=O)c2ccco2)CC1 (stereo unspecified) in the list: NPR2 activator: 1; PG9 Ab binder: -1.8; ASAP1 GAP inh: 11; GC-A act: -2; Rev-erbA mod: -4; ABHD4 inh: 0; HTRA1 inhibitor: 2; SMARCA2 activ: 4; rCAG RNA binder: -6; ARFGAP1 inh: -10

# Carrying on.
No.	Structure	NPR2 activator	PG9 Ab binder	ASAP1 GAP inh	GC-A act	Rev-erbA mod	ABHD4 inh	HTRA1 inhibitor	SMARCA2 activ	rCAG RNA binder	ARFGAP1 inh
46	CC(=O)c1ccc(S(=O)(=O)NC2CC(=O)N(c3ccc(C)cc3)C2)cc1 (stereo unspecified)	-4	-1.4	4	1	0	1	3	-2	-3	-6
47	CC(=O)c1cccc(NC(=O)CN2C(=O)COc3ccc(S(=O)(=O)N4CCOCC4)cc32)c1	5	-3.1	5	4	1	-3	7	-3	1	2
48	CC(=O)Nc1c(O)nc(SC/C=C/CSc2nc(O)c(NC(C)=O)c(=O)[nH]2)[nH]c1=O	1	-0.3	-2	-1	-8	6	1	1	2	-2
49	CCOc1ccc(C(=O)N2CCN(c3cccc(Cl)c3)CC2)cc1	1	-0.9	-11	2	-4	1	-10	-2	-8	2
50	CC1=C(C(=O)N2CCOCC2)CC(CC(=O)NCc2ccco2)C(=O)N1Cc1ccc(C(C)(C)C)cc1 (stereo unspecified)	1	-3.5	3	4	2	6	3	-1	0	4
51	Cc1ccc(C(=O)CCC(=O)NC2=NCCS2)cc1	5	2.6	-5	0	1	0	-5	-4	15	-1
52	CS(=O)(=O)c1ccc(C(=O)NC2CCOC2=O)cc1 (stereo unspecified)	4	2.0	-5	1	4	-1	7	-2	7	-4
53	O=C1OCCN1C(=O)[C@H]1[C@H](c2ccc([N+](=O)[O-])cc2)C(c2ccccc2)=NN1c1ccc(Br)cc1	1	-2.7	-2	-3	5	-6	-11	-6	13	-2
54	Nc1cc(C(=O)OCC(=O)N2CCCC2)ccc1Cl	8	0.0	12	3	-1	-12	3	3	0	-2
55	COc1cccc(-n2c(=O)n(Cc3ccccc3)c(=O)c3[nH]cnc32)c1C	2	-2.5	-1	6	-3	2	4	-2	2	8
56	COc1ccc(NS(=O)(=O)c2cc(NC(=O)CNC(=O)c3ccc(C)s3)ccc2Cl)cc1	-6	-1.7	14	1	1	-17	-42	0	14	0
57	CC(=O)N=C1C=CC(=CN(O)C(C)(C)Cc2ccccc2)C=C1	4	-1.8	-7	-1	-1	3	-7	1	-3	-2
58	COc1cccc(NC(=O)N2CCC(n3nnc4ccccc43)CC2)c1	-13	1.2	9	-1	0	-4	-6	-1	-1	-4
59	CC(=O)c1c(C)[nH]c(C(=O)NCCc2cccc(C)c2)c1C	0	0.4	-6	0	0	1	-1	-3	0	0
60	Nn1c(SCC(=O)Nc2nccs2)nnc1-c1cccnc1	5	1.3	-20	0	-2	-6	-3	-4	1	0
61	COC(=O)C1=C(C)N=C2SC(C#N)=C(N)N2C1c1cc(OC)c(OC)c(OC)c1 (stereo unspecified)	-27	1.0	-1	-23	-1	-5	-1	0	5	8
62	CN(C)c1ccc(C=Nc2ccc(N(C)C)cc2)cc1	-55	-98	-87	-28	1	37*	35	0	14	-92
63	COc1ccc(S(=O)(=O)Nc2cc(C)ccn2)cc1	3	-2.4	-6	1	-1	1	2	5	-2	-4
64	O=C1CCCN1CCCNC(=S)Nc1ccc(F)c(Cl)c1	0	-2.9	-1	0	5	-11	-2	-2	3	6
65	COc1ccc(S(=O)(=O)NCc2cccnc2)c2ccccc12	1	1.0	8	1	7	0	1	3	3	-4
66	CC(C)c1ccccc1OCCCCN1CCCCC1	-3	0.2	-10	3	2	1	-1	0	-4	1
67	CC(=O)N1CCN(C(=O)CC2OC(=O)c3ccccc32)CC1 (stereo unspecified)	4	0.8	-14	-1	6	5	3	2	7	-2
68	Cc1cc(C)n2nc(C(=O)Nc3cc(S(=O)(=O)N4CCCCC4)ccc3C)nc2n1	-5	-2.1	4	0	-2	4	-2	3	0	13

# Bioassay records from PubChem BioAssay.
